Screening results from PubChem BioAssay.
RNase H inhibition: RNase H inhibition, HIV 1 Gag Pol polyprotein, FRET biochemical assay, screening (AID 372); HIV-1 RT RNase H, FRET RNA/DNA substrate fluorescence; higher % means a stronger effect; inhibition, % at 10 µM, or IC50 in µM where a hit was titrated; actives 0.77% (n = 100,000); in the data active = inhibition above about 50%
Active calls of the source: *. An excerpt (hit frequency here may not be typical).

CC(=O)C1=C(C)NC(SCC(=O)c2ccccc2Cl)=C(C#N)C1c1sccc1C (stereo not drawn) was read as RNase H inhibition 20.0%.
O=C(c1ccccc1I)N1CCN(c2ccc([N+](=O)[O-])cc2Cl)CC1 was read as RNase H inhibition 14.0%.
Screening CC1=C(C(=O)OCCc2ccccc2)C(c2cccnc2)C2=C(CC(C)(C)CC2=O)N1 (stereo not drawn) returned RNase H inhibition 0.0%.
`CCOC(=O)C1=C(C)NC2=C(C(=O)CCC2)C1c1cc2c(cc1Cl)OCO2` (stereo not drawn) gave RNase H inhibition 10.0%.
Cc1nnc(Sc2nc(Sc3nnc(C)s3)nc(N3CCCCC3)n2)s1 was read as RNase H inhibition 6.0%.
`Cc1ccc(Nc2cc(N3CCN(c4ccccc4Cl)CC3)c([N+](=O)[O-])cc2[N+](=O)[O-])cc1` gave RNase H inhibition 13.0%.
CCOC(=O)/C(N=Nc1ccc(C(=O)O)cc1[N+](=O)[O-])=C(\C)O was read as RNase H inhibition 0.0%.
For COc1ccc(/C=N/NC(=O)c2cccc(F)c2)c(OC)c1 the results were RNase H inhibition 6.0%.
For COc1ccc(C2(CNC(=O)c3cccc(Cl)c3)CCCC2)cc1OC the results were RNase H inhibition 9.0%.
Screening CC(C)(C)c1ccc(Oc2cc(O)c3c4c(onc24)-c2ccccc2C3=O)cc1 returned RNase H inhibition 18.0%.
Screening Cc1ccc(NC(=O)COc2ccccc2)c([N+](=O)[O-])c1 returned RNase H inhibition 5.0%.
For Cc1c(OCC(=O)OC(C)C)ccc2c3c(c(=O)oc12)CCC3 the results were RNase H inhibition 0.0%.
`CCOC(=O)c1c(NC(=O)C2C3C=CC(C3)C2C(=O)O)sc2c1CCC2` (stereo not drawn) gave RNase H inhibition 20.0%.
For N#C/C(=C\c1ccc(O)cc1)C(=O)NC1CCCCC1 the results were RNase H inhibition 0.0%.
N#C/C(=C/c1cc([N+](=O)[O-])ccc1F)c1nc2ccccc2[nH]1 was read as RNase H inhibition 4.0%.
Screening Cc1ccc(/C=C2\SC(=N)N(c3ccc(F)cc3)C2=O)cc1 returned RNase H inhibition 18.0%.
O=[N+]([O-])c1ccc(C=Nc2cc(Cl)cc(Cl)c2)s1 was read as RNase H inhibition 0.0%.
Cc1cc(NC(=O)c2sc3cc(F)ccc3c2Cl)no1 was read as RNase H inhibition 11.0%.
`COc1cc(CNc2ccc(F)c(Cl)c2)c([N+](=O)[O-])cc1OC` gave RNase H inhibition 8.0%.
For Cc1ccc(C)c(N=Cc2ccc(N(C)C)cc2)c1 the results were RNase H inhibition 2.0%.
`COc1c(Cl)ccc(Cl)c1C(=O)Nc1ccc(C)cc1` gave RNase H inhibition 5.0%.
`CC(=O)Nc1ccc(OC(=O)c2cccc([N+](=O)[O-])c2)cc1` gave RNase H inhibition 2.0%.
Screening O=C(/C=C/c1ccc([N+](=O)[O-])cc1)c1ccc(I)cc1 returned RNase H inhibition 0.0%.
O=C(Nc1c(Cl)cccc1Cl)c1ccc(F)cc1 was read as RNase H inhibition 4.0%.
Screening O=C1CCC(=O)N1CNc1ccc(Oc2ccccc2)cc1 returned RNase H inhibition 4.0%.
Screening O=C(CSc1nc2ccc(NC(=O)c3ccccc3)cc2s1)NCCOc1ccc(Cl)cc1 returned RNase H inhibition 14.0%.
`COc1ccc(C2CC(=O)C3=C(C2)Nc2ccccc2NC3c2ccc(F)c(F)c2)cc1` (stereo not drawn) gave RNase H inhibition 1.0%.
For Cc1ccc(C(=O)Nc2ccc(Br)cc2)c(Cl)c1 the results were RNase H inhibition 14.0%.
CCOc1ccc(C=C2C(=O)OC(C)(C(C)(C)C)OC2=O)cc1 (stereo not drawn) was read as RNase H inhibition 2.0%.
`O=C(Nc1ccc(F)cc1)Nc1ccc(I)cc1` gave RNase H inhibition 14.0%.

Taken from above, 12 compounds:
`COc1cc(CNc2ccc(F)c(Cl)c2)c([N+](=O)[O-])cc1OC` gave RNase H inhibition 8.0%.
For Cc1ccc(C)c(N=Cc2ccc(N(C)C)cc2)c1 the results were RNase H inhibition 2.0%.
`COc1c(Cl)ccc(Cl)c1C(=O)Nc1ccc(C)cc1` gave RNase H inhibition 5.0%.
`CC(=O)Nc1ccc(OC(=O)c2cccc([N+](=O)[O-])c2)cc1` gave RNase H inhibition 2.0%.
Screening O=C(/C=C/c1ccc([N+](=O)[O-])cc1)c1ccc(I)cc1 returned RNase H inhibition 0.0%.
O=C(Nc1c(Cl)cccc1Cl)c1ccc(F)cc1 was read as RNase H inhibition 4.0%.
Screening O=C1CCC(=O)N1CNc1ccc(Oc2ccccc2)cc1 returned RNase H inhibition 4.0%.
Screening O=C(CSc1nc2ccc(NC(=O)c3ccccc3)cc2s1)NCCOc1ccc(Cl)cc1 returned RNase H inhibition 14.0%.
`COc1ccc(C2CC(=O)C3=C(C2)Nc2ccccc2NC3c2ccc(F)c(F)c2)cc1` (stereo not drawn) gave RNase H inhibition 1.0%.
For Cc1ccc(C(=O)Nc2ccc(Br)cc2)c(Cl)c1 the results were RNase H inhibition 14.0%.
CCOc1ccc(C=C2C(=O)OC(C)(C(C)(C)C)OC2=O)cc1 (stereo not drawn) was read as RNase H inhibition 2.0%.
`O=C(Nc1ccc(F)cc1)Nc1ccc(I)cc1` gave RNase H inhibition 14.0%.

The results go on:
Screening CC1(C)CC(=O)C2=C(C1)Nc1ccccc1N(C(=O)C(F)(F)F)C2c1ccc(-c2ccc(Br)cc2)o1 (stereo not drawn) returned RNase H inhibition 7.0%.
`O=C(Nc1ccccc1C(=O)N/N=C/c1ccco1)c1ccccc1` gave RNase H inhibition 9.0%.
`CC(=O)OCCCN1C(=O)c2ccc(S(=O)(=O)c3ccc4c(c3)C(=O)N(CCCOC(C)=O)C4=O)cc2C1=O` gave RNase H inhibition 0.0%.
`O=C1c2ccc(Oc3ccc([N+](=O)[O-])cc3)cc2C(=O)N1CCO` gave RNase H inhibition 5.0%.
`CCCCc1ccc(NC(=S)NC(=O)c2ccc(C)c(C)c2)cc1` gave RNase H inhibition 9.0%.
`CN(C)c1ccc(/C=C(/c2ccccc2)c2nc3ccccc3[nH]2)cc1` gave RNase H inhibition 26.0%.
COc1ccc(CCNC(=O)CCCOc2ccc(Cl)cc2Cl)cc1OC was read as RNase H inhibition 6.0%.
For CC(=O)COc1ccc2c(oc(=O)c3ccccc32)c1C the results were RNase H inhibition 3.0%.
Screening O=C(c1ccccc1Br)N1CCN(c2c(Cl)cccc2[N+](=O)[O-])CC1 returned RNase H inhibition 16.0%.
For Brc1ccccc1OCCCN1CCOCC1 the results were RNase H inhibition 5.0%.
For Cc1ccccc1OCC(=O)Nc1cc(Sc2ccccc2)cc([N+](=O)[O-])c1 the results were RNase H inhibition 11.0%.
Fc1ccccc1OCCCn1ccnc1 was read as RNase H inhibition 0.0%.
`S=C(NCc1ccc(Cl)cc1)Nc1ccc(Cl)c(Cl)c1` gave RNase H inhibition 15.0%.
`CCOc1ccc(NC(=O)CN(c2ccc(Cl)cc2)S(=O)(=O)c2ccc(C)cc2)cc1` gave RNase H inhibition 33.0%.
Screening CN1C(=O)C(=Cc2cc3c(cc2Cl)OCO3)C(=O)N(C)C1=S returned RNase H inhibition 22.0%.
For COc1ccc(C(=O)Nc2ccc(C)cc2C)cc1OC the results were RNase H inhibition 8.0%.
`CCC(=O)Nn1cnc2c(c1=O)C1(CCCCC1)Cc1ccccc1-2` gave RNase H inhibition 0.0%.
For COc1cc(C=C2C(=O)NC(=O)NC2=O)ccc1OCc1cccc(F)c1 the results were RNase H inhibition 2.0%.
Screening Oc1ccc2ccccc2c1/C=N/Nc1cc(-c2ccccc2)nc(-c2ccc(Br)cc2)n1 returned RNase H inhibition 18.0%.
`CCSc1nnc2c(n1)OC(c1cc(Br)cc(Br)c1OC)Nc1ccccc1-2` (stereo not drawn) gave RNase H inhibition 30.0%.
For O=C1C(=O)c2ccccc2/C1=C/c1cc(Cl)cc(Cl)c1O the results were RNase H inhibition 1.0%.
Screening COc1cc(CN2CCN(C(=O)c3ccc([N+](=O)[O-])cc3)CC2)cc(OC)c1O returned RNase H inhibition 8.0%.
For COc1ccc(N2C(=O)CSC2c2ccccc2)cc1 (stereo not drawn) the results were RNase H inhibition 1.0%.
COc1ccc(C(=O)CSc2nc3nc(C)cc(C)c3c(=O)[nH]2)cc1 was read as RNase H inhibition 8.0%.
Screening COc1cc(/C=C(/C#N)C(=O)Nc2ccc(O)cc2)cc(Br)c1OC returned RNase H inhibition 13.0%.
CC1(C)CC(=O)C(C(C2=C(O)CC(C)(C)CC2=O)c2cccs2)C(=O)C1 (stereo not drawn) was read as RNase H inhibition 7.0%.
`N/C(=N\OC(=O)CCCc1ccccc1)c1ccncc1` gave RNase H inhibition 5.0%.
`Brc1ccc2[nH]c3c(c2c1)CCCC3n1cccc1` (stereo not drawn) gave RNase H inhibition 23.0%.
`Cc1cc(C)n(C2CC(=O)N(c3ccc(Br)cc3)C2=O)n1` (stereo not drawn) gave RNase H inhibition 5.0%.
Screening O=C(Nc1ccc2oc(-c3c(F)c(F)c(F)c(F)c3F)nc2c1)c1ccc(F)cc1 returned RNase H inhibition 13.0%.
`O=C(/C=C/c1cccc([N+](=O)[O-])c1)Nc1ccc(OC(F)(F)F)cc1` gave RNase H inhibition 5.0%.
Screening O=C(Cc1c[nH]c2ccccc12)N/N=C/c1ccc(Cl)cc1Cl returned RNase H inhibition 11.0%.
`Cc1ccc(C)c(Nc2cc(=O)[nH]c(=O)[nH]2)c1` gave RNase H inhibition 10.0%.
For CC1=C(C(=O)Nc2cccc(Cl)c2)C(c2ccc([N+](=O)[O-])cc2)NC(=S)N1 (stereo not drawn) the results were RNase H inhibition 13.0%.
O=C1NN(c2ccccc2)C(=O)/C1=C\c1ccccc1O was read as RNase H inhibition 6.0%.
`CC(C)(C)c1ccc(/C=N/NC(=O)c2cccnc2)cc1` gave RNase H inhibition 4.0%.
For CCN(CC)c1ccc(N2C(=O)/C(=C/c3ccccc3Cl)SC2=S)cc1 the results were RNase H inhibition 12.0%.
Screening COc1ccc(C2/C(=C(/O)c3ccc(Cl)cc3)C(=O)C(=O)N2c2nccs2)cc1OC (stereo not drawn) returned RNase H inhibition 0.0%.
For c1ccc2oc(SCCCCSc3nc4ccccc4o3)nc2c1 the results were RNase H inhibition 0.0%.
`COc1ccc(C2OCC3C(C)C=C(C)C2C3C)cc1` (stereo not drawn) gave RNase H inhibition 5.0%.
C=CCNC(=S)Nc1nc(C)c(C)s1 was read as RNase H inhibition 11.0%.
Screening Cc1nnc(NC(=O)c2cc(-c3cccs3)nc3ccccc23)s1 returned RNase H inhibition 22.0%.
`COc1ccc(NC(=O)c2c(NC(=O)c3cccnc3)sc3c2CCC3)cc1` gave RNase H inhibition 0.0%.
COc1ccccc1/C=C/c1nc(O)c([N+](=O)[O-])c(=O)[nH]1 was read as RNase H inhibition 2.0%.
COc1cc(CNc2cc(C)cc(C)c2)c([N+](=O)[O-])cc1OC was read as RNase H inhibition 2.0%.
Screening O=C(Nc1ccc(NC(=O)c2ccco2)c(Cl)c1)c1ccco1 returned RNase H inhibition 4.0%.
`Cc1ccc(C2Oc3ccccc3C3CC(c4ccccc4)=NN32)cc1` (stereo not drawn) gave RNase H inhibition 17.0%.
`Cc1ccc(OCCOc2cccc(/C=N/n3cnnc3)c2)cc1` gave RNase H inhibition 23.0%.
`COc1cccc(C(=O)N2CCN(Cc3ccc([N+](=O)[O-])cc3)CC2)c1` gave RNase H inhibition 6.0%.
`O=c1/c(=C/c2ccc([N+](=O)[O-])cc2)sc2nc3ccccc3n12` gave RNase H inhibition 13.0%.
Screening COc1cc(/C=C2/SC(=S)NC2=O)ccc1OC(=O)c1ccco1 returned RNase H inhibition 3.0%.
Screening COc1ccccc1C1C(C(=O)OC(C)C)=C(C)NC2=C1C(=O)CC(c1ccc(Cl)cc1)C2 (stereo not drawn) returned RNase H inhibition 16.0%.
`Cc1ccc(NC(=S)NC(=O)c2cccc(Cl)c2)c(O)c1` gave RNase H inhibition 2.0%.
Screening COc1ccccc1OCCOCCOc1ccc(C=O)cc1 returned RNase H inhibition 11.0%.
`Oc1ccc(CNc2ccc3cn[nH]c3c2)cc1` gave RNase H inhibition 19.0%.
For Cc1ccc(-c2csc(-c3cc4ccccc4oc3=O)n2)cc1 the results were RNase H inhibition 4.0%.
Screening CCN1C(=O)/C(=C\c2cccc(OCc3cccc4ccccc34)c2)SC1=S returned RNase H inhibition 12.0%.
For CCc1c(C)sc(NC(=O)c2ccc(Cl)cc2)c1C(N)=O the results were RNase H inhibition 19.0%.
COc1cc(C=O)ccc1OCCOCCOc1cccc(C(C)C)c1 was read as RNase H inhibition 12.0%.
Screening CCOC(=O)C1=C(C)NC(=S)NC1c1cc(OC)c(OC)c(OC)c1 (stereo not drawn) returned RNase H inhibition 7.0%.
For CN1CCN(C(=O)C(C(=O)N2CCN(C)CC2)C23CC4CC(CC(C4)C2)C3)CC1 the results were RNase H inhibition 4.0%.
For COc1ccc([N+](=O)[O-])cc1NC(=O)Cc1ccc(Cl)cc1 the results were RNase H inhibition 5.0%.
For COc1ccc(/C=C\C(=O)Nc2ccc3oc(-c4ccncc4)nc3c2)cc1 the results were RNase H inhibition 0.0%.
`CCOC(=O)N1CCN(C(=S)Nc2ccc3nccnc3c2)CC1` gave RNase H inhibition 12.0%.
Screening Cc1ccc(NC(=O)COC(=O)c2ccnn2C)cc1 returned RNase H inhibition 0.0%.
Screening Cc1ccc(-c2nn(-c3ccccc3)cc2C=C2C(=O)CC(C)(C)CC2=O)cc1 returned RNase H inhibition 11.0%.
Cc1nc2sccn2c1-c1csc(Nc2ccc(O)cc2)n1 was read as RNase H inhibition 12.0%.
Screening COC(=O)C1=CN(CC2CCCO2)C=C(C(=O)OC)C1c1ccc(Cl)c([N+](=O)[O-])c1 (stereo not drawn) returned RNase H inhibition 0.0%.
`CS(=O)(=O)N(CC(=O)Nc1ccccc1Cl)c1ccc(Br)cc1` gave RNase H inhibition 2.0%.
For COC(=O)/C(=C\C(=O)c1ccc(Cl)cc1)Nc1ccccc1 the results were RNase H inhibition 23.0%.
`CCc1c(O)nc2ccccn2c1=O` gave RNase H inhibition 0.0%.
CCOCCOC(=O)C1=C(C)NC2=C(C(=O)CC(c3ccc(OC)cc3)C2)C1c1ccc(OC)c(Br)c1 (stereo not drawn) was read as RNase H inhibition 24.0%.
`COc1c(O)ccc(/C=N/NC(=O)C(O)c2ccccc2)c1[N+](=O)[O-]` (stereo not drawn) gave RNase H inhibition 14.0%.
